# Rev-erbA mod: Rev-erb alpha (human) modulation; P20393; hit rate 0.79% among 370,000; Rev-erbα–FITC-DNA binding, fluorescence polarization, 90 min; activity, % at 10 µM;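 active = activity above about 14%, limit read from the data; passing the limit was not always enough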;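 also: 0% = DMSO wells with 35 nM protein and 100% = DMSO wells with 750 nM protein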
# DAX1 inh-1: inhibitors of human orphan nuclear receptor DAX1 (NR0B1); AID 504766; hit rate 0.99% among 340,000; HEK293 Gal4-DAX1 luciferase reporter, luminescence; inhibition, % at 6.75 µM;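 active = inhibition above the mean over all tested compounds plus 3 SD, cut at about 4.2% in these data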;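 also: 0% = DAX1-transfected cells with DMSO and 100% = empty-vector control cells with DMSO; inhibition shows as a rise in luminescence from relieved DAX1 repression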
# DAX1 inh-2: blocks DAX1 repression of SF-1 activated StAR promoter; HEK293T StAR-luciferase reporter, SF-1/DAX-1 repression relief; inhibition, % at 6.8 µM; hit rate 1.1% among 370,000; AID 652010;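 active = inhibition above the mean over all tested compounds plus 3 SD, cut at about 3.6% in these data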;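 also: 0% = DAX-1 cells with DMSO and 100% = cells lacking DAX-1 with DMSO; higher inhibition means more luminescence from relief of DAX-1 repression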
# hgDAF12 agonist: hgDAF-12 agonism, primary luciferase screen; HEK293 GAL4-hgDAF12 UAS-luciferase reporter, agonist luminescence; normalized to butyrate control; activation, % at 6.8 µM; hit rate 1.8% among 370,000; AID 687014;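 active = activation above a cutoff set at the mean of all screened compounds plus 3 SD, cut at about 10% in these data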;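 also: 0% = DMSO wells and 100% = sodium butyrate wells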
# PLCb3 inh: blocks human PLC-beta3 enzyme activity; hit rate 0.18% among 370,000; AID 720704; inhibition, % at 12.2 µM; Q01970; Purified PLC-beta3, fluorogenic substrate, fluorescence; in the data active = inhibition above about 11%;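 also: 0% = median of compound wells on plate and 100% = full blocker control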
# Target sequence (Q01970 whole entry, looked up): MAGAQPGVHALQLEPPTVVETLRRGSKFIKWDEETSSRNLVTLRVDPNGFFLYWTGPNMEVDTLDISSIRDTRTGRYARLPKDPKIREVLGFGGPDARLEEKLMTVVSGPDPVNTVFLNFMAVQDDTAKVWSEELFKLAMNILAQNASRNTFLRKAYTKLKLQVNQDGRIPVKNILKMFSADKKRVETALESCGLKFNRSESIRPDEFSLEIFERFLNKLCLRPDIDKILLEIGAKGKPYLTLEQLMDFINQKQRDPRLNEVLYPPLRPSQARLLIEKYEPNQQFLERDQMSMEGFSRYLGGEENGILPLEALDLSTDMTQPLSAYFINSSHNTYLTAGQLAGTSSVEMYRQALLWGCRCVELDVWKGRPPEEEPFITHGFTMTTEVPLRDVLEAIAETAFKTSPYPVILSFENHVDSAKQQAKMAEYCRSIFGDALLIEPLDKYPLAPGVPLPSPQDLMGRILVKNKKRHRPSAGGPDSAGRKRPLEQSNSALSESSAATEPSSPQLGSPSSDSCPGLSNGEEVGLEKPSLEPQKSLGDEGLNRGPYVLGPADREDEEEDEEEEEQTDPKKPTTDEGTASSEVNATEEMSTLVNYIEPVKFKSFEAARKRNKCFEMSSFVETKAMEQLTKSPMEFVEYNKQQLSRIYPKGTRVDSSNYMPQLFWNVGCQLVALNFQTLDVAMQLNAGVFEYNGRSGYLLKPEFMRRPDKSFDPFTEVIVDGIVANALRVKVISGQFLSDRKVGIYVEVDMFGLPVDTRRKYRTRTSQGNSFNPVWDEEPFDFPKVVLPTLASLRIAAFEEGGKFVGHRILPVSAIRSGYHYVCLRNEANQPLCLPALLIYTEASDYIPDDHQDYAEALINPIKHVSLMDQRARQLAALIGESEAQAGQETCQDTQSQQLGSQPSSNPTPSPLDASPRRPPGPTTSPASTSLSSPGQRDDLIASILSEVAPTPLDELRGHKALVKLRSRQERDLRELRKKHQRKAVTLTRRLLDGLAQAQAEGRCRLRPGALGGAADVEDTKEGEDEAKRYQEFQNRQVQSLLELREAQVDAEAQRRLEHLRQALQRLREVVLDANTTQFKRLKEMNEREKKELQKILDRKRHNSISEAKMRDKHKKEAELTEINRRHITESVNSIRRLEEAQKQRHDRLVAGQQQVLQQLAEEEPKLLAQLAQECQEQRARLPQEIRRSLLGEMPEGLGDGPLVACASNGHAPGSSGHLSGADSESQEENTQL
# hcDAF-12 act: H. contortus DAF-12 activation, primary screen | HEK293 hcDAF-12 lit1-tk-luc reporter, luminescence; 0% DMSO, 100% Δ7-dafachronic acid | activation, % at 6.8 µM | hit rate 1.4% among 370,000 | AID 652067;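 active = activation above the mean of all tested compounds plus 3 SD, cut at about 5.5% in these data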;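 also: 100% = response to 3 µM Δ7-dafachronic acid high control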
# ssDAF-12 act: S. stercoralis DAF-12 activation, primary screen | HEK293 ssDAF-12/GRIP1 lit1-tk-luc reporter, luminescence; % of 3 µM dafachronic acid response | hit rate 1% among 370,000 | activation, % at 6.8 µM;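 active = activation above the mean over all tested compounds plus 3 SD, cut at about 0.9% in these data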;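 also: 0% = DMSO-only wells and 100% = 3 µM delta7-dafachronic acid wells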
# SMARCA2 act: SMARCA2 function activation, primary screen; MG213 cells, MMTV-luciferase reporter, dexamethasone, overnight; activation, % at 9.1 µM; hit rate 1% among 370,000; in the data active = activation above about 7.8%;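 also: 0% = vehicle wells and 100% = reference activator wells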
# PG9 Ab binder: PG9 antibody binding by small molecule; hit rate 0.43% among 360,000; TR-FRET gp120-PG9 antibody binding; inhibition, % at 6.7 µM; in the data active = inhibition above about 8.5%
# sPLA2-III inh: Inhibits HGIII-sPLA2 liposome hydrolysis, primary screen; Q9NZ20; QFRET BODIPY PC-A2 liposome hydrolysis, fluorescence; inhibition, % at 12.2 µM; hit rate 0.56% among 370,000; AID 743126;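 active = inhibition above mean plus 3 SD of compounds lying within the high and low control bounds, cut at about 19% in these data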;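 also: 0% = median of test compound wells and 100% = no enzyme DMSO wells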
# GAA850 FXN act: activators of GAA850 frataxin (FXN) promoter | HEK293 lucGAA850 FXN promoter luciferase reporter, 24 h; percent of 10 µM SAHA response | activation, % at 6 µM | hit rate 0.56% among 360,000 | AID 540364;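 active = activation above the average of all compounds screened plus 3 SD, cutoff fixed separately per campaign, cut at about 7.5% in these data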;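 also: 0% = DMSO wells and 100% = 10 µM SAHA wells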
# * = called active by the depositor; i = inactive; . = not tested or not shown.
SMILES,Rev-erbA mod,DAX1 inh-1,DAX1 inh-2,hgDAF12 agonist,PLCb3 inh,hcDAF-12 act,ssDAF-12 act,SMARCA2 act,PG9 Ab binder,sPLA2-III inh,GAA850 FXN act
CO[C@H]1[C@@H](OC)CC(OC2OC(CO)C(O)C(O)C2O)/C(=C\C#N)[C@@H]1O (some centres not stated),3,2.1,0.0,-1.3,5,-2.1,-1.4,0,1.5,14,0.1
O=[N+]([O-])c1cnc[nH]1,0,-0.2,-0.1,2.3,4,-0.5,-0.8,-4,-1.6,1,0.2
CC(C)(C)C(=O)N1Cc2cc(N3CCCCC3)ccc2-n2nncc2C1,-3,.,0.1,3.9,-6,-1.5,-1.6,0,-2.8,10,.
CN1OC[C@@H]2CN[C@H](c3ccccc3Br)C[C@@H]21,-2,-0.7,-0.4,1.4,4,0.6,-0.3,-4,1.7,14,2.2
CC(Cc1ccsc1)NCc1cn[nH]c1-c1ccc(F)cc1F (configuration not stated),-1,-1.8,-0.7,-0.3,-30,-0.4,-1.0,-1,-2.7,0,4.2
COc1cc(OC)c(OC)cc1/C=C1/C(=O)NC(=O)N(Cc2ccccc2)C1=O,-3,3.0,0.2,0.7,-27,1.1,-0.8,-2,0.0,16,-0.5
CN(C)C(=O)Oc1ccc2c(c1)O/C(=C\c1ccccc1)C2=O,-3,3.0,1.7,9.2,-33,5.0,-0.8,5,-4.6,-7,3.9
N#CC1(c2ccccc2)CCN(C2CC(=O)N(c3ccc(F)cc3)C2=O)CC1 (configuration not stated),-6,1.3,0.8,0.5,-1,-1.4,-1.2,-2,-1.1,0,1.9
CCCCCCC(=O)c1c(O)n(-c2ccccc2OC)c(=O)[nH]c1=O,-7,0.1,0.3,3.7,-5,0.8,-1.7,2,-0.4,-5,-0.8
COc1ccc2c(c1)C13CCN(C)C(C2)C1CCC1(C3)OCCO1 (configuration not stated),10,0.0,0.5,1.9,6,1.0,-0.5,-1,0.8,4,1.3
CCCCC1(CCO)C(=O)NC(=S)NC1=O,-2,0.4,-1.6,0.5,1,0.2,-1.2,-1,1.7,4,-0.7
N#CC1c2ccccc2-n2nncc2CN1S(=O)(=O)c1cc(Cl)cc(Cl)c1 (configuration not stated),0,2.7,0.1,-1.3,0,0.5,-0.4,-1,-1.6,8,1.2
CC1CCCCC1NC1CCN(C)CC1 (configuration not stated),-1,2.5,0.2,-2.2,-4,-0.8,-0.3,-1,1.9,4,2.2
CCCCCCC(=O)c1c(O)n(-c2ccccc2OC)c(=O)[nH]c1=O (tested in a mixture with another compound),1,.,0.0,-0.8,-11,-1.4,-0.7,-6,1.3,8,0.5
CC(=O)c1ccc(OC(NC(=O)Cc2ccccc2)C(Cl)(Cl)Cl)cc1 (configuration not stated),-1,1.0,-0.7,-1.5,2,-0.1,-0.3,-1,2.4,9,0.1
CN1CCN(C(=O)COc2ccc(S(=O)(=O)N(C)Cc3ccccc3)cc2)CC1,-5,-1.4,-0.5,0.6,3,0.2,-1.6,0,-2.3,-2,1.6
CCOC(=O)c1ccc(NC(=O)N2CC3CC(C2)c2cccc(=O)n2C3)cc1 (configuration not stated),3,1.0,0.2,0.8,-1,-0.3,-0.6,-3,-3.6,4,0.6
COCCCn1c(N)c(C(=O)NCc2ccco2)c2nc3ccccc3nc21,-1,.,-0.7,-6.6,-483,-0.8,-1.4,6,-0.3,6,.
COC(=O)C1=C(c2ccc(F)cc2OCc2ccccc2)C[C@@H]2CC[C@H]1N2C(=O)NCc1ccccc1,-5,1.2,-0.1,-0.2,3,-2.7,-1.2,-1,-0.6,-9,-3.5
CCOC(=O)c1ccc(N=Cc2c(O)n(-c3ccccc3F)c(=S)[nH]c2=O)cc1,0,1.2,0.0,-1.9,-7,1.0,-1.2,3,7.1,-13,-0.4
COC(=O)C1=C(c2ccc(OCc3ccccc3)cc2)C[C@@H]2CC[C@H]1N2C(=O)NCCCc1ccccc1,-1,1.3,-0.3,-0.5,2,-0.5,-0.8,2,0.4,4,-2.2
CCCCn1c(O)c(C(CC)=Nc2ccc(C(=O)O)cc2)c(=O)[nH]c1=O,-9,1.6,0.4,1.2,-8,0.3,-0.9,-2,1.4,3,1.2
CCNC(=S)NCCC1=c2ccccc2=N/C1=C\c1c(O)n(C)c(=O)n(C)c1=O,3,.,0.0,-1.1,-39,2.9,-0.3,-2,-3.7,9,0.3
COc1ccccc1NC(=O)c1cn(CCC#N)nc1-c1cccc(Cl)c1,3,-0.3,-1.1,-2.6,-4,-1.9,-1.4,0,-1.2,-12,2.3
CC(Cc1cccs1)NCc1ccc(Cl)cc1 (configuration not stated),-1,1.9,-0.2,4.2,-3,1.4,-0.8,4,-0.5,-1,-1.3
C[N+]1(C)[C@@H]2CC[C@H]1CC(OC(=O)C(CO)c1ccccc1)C2 (some centres not stated),-2,0.5,0.3,-4.1,1,0.6,-1.2,0,-0.3,-3,0.2
CC1CC(OP(O)(=S)c2ccc(N(C)C)cc2NC(=O)c2cccs2)CC(C)(C)C1 (configuration not stated),0,1.6,1.8,11*,-19,8.8*,0.1,-1,-2.9,-1,2.0
CCN(CC)C(=O)c1ccc(NC(=O)Cn2nc(C)c3ccccc3c2=O)cc1,3,0.5,0.6,0.9,1,-1.0,-1.2,-2,-0.6,1,-0.6
CNC(=S)N1CCn2cccc2C1c1cccnc1 (configuration not stated),2,0.6,0.5,-2.5,-5,-1.2,-1.8,-2,-0.3,8,1.8
COc1ccc(CNCCc2ccc(Cl)cc2)c(OC)c1OC,-2,-0.2,-0.2,2.6,0,0.6,-1.6,-3,-0.6,3,-0.9
C#CC1(O)C=CC2C3CCC4=CC(=O)CCC4C3CCC21CC (configuration not stated),1,-0.1,-0.1,-1.0,0,-2.3,-1.0,-6,0.3,1,4.2
O=C(NC1CONC1=O)OCC(Cl)(Cl)Cl (configuration not stated),0,-1.7,-0.1,-1.6,-2,1.3,-1.3,2,-1.3,5,1.2
COC(=O)C1=C(c2ccc(F)cc2OCc2ccccc2)C[C@@H]2CC[C@H]1N2C(=O)NCc1ccc(OC)cc1,-2,1.1,0.3,0.1,-2,-1.8,-1.2,0,0.4,-13,-5.0
CC(=NCCc1c[nH]c2ccccc12)c1c(O)n(Cc2ccccc2)c(=O)[nH]c1=O,6,-1.4,-0.5,-1.5,-7,-2.6,-1.3,-4,1.1,-107,0.7
COc1ccc(N2C(=O)/C(=C/c3cccs3)C(=O)NC2=S)cc1,-1,2.3,-0.2,-0.6,-10,0.1,-0.8,-3,-0.2,-10,0.4
c1ccc(-c2[nH]c(-c3ccccc3)[n+](CC3CO3)c2-c2ccccc2)cc1 (configuration not stated),-2,-2.2,-1.5,-2.9,9,-3.0,-2.1,-3,-0.6,-10,-4.1
CCCCCCOc1ccc(CN2CCN(CCO)CC2)cc1,6,-0.4,-0.1,4.7,3,1.2,-0.8,-2,2.9,-3,1.5
O=S1c2ccccc2-c2ccccc21,4,0.5,-0.8,-1.6,4,1.3,-0.9,-2,-0.7,7,1.7
CS(=O)(=O)c1ccc(C2=C(CNC(=O)c3cccs3)[C@H]3CC[C@@H](C2)N3CCOc2ccccc2)cc1,2,-0.2,0.3,-0.2,0,-0.8,-0.5,2,1.2,-4,0.4
COc1ccc(C2N(c3cc(C)on3)C(=O)C3CCCN32)cc1 (configuration not stated),1,0.4,-0.4,1.5,3,-1.4,-0.9,2,-2.0,-4,3.7
N#CC(C#N)=Cc1cccnc1,-5,4.0,0.0,2.3,-25,1.9,-0.8,-5,-1.1,7,1.2
C=CCn1c(O)c(C(CC)=Nc2ccc3c(c2)CCC3)c(=O)[nH]c1=O,-4,0.5,0.6,-0.8,-15,1.6,-1.1,-2,-1.3,3,2.4
CCC(C)OC(=O)c1c(N)n(Cc2cccs2)c2nc3ccccc3nc12 (configuration not stated),-5,-0.4,-0.8,-4.6,i,-2.3,-1.4,-5,2.4,-7,-3.0
CCN(CC)c1ccc(/C=C2\C(=O)NC(=O)N(Cc3ccco3)C2=O)cc1,4,-0.2,-1.0,1.7,-9,-0.7,-0.8,3,-1.9,1,2.4
Cc1ccccc1N,3,0.4,0.6,-1.8,2,0.6,-0.5,-2,-0.6,-3,2.5

# Fetched by compound from above (3):
SMILES,Rev-erbA mod,DAX1 inh-1,DAX1 inh-2,hgDAF12 agonist,PLCb3 inh,hcDAF-12 act,ssDAF-12 act,SMARCA2 act,PG9 Ab binder,sPLA2-III inh,GAA850 FXN act
C=CCn1c(O)c(C(CC)=Nc2ccc3c(c2)CCC3)c(=O)[nH]c1=O,-4,0.5,0.6,-0.8,-15,1.6,-1.1,-2,-1.3,3,2.4
COc1ccc(C2N(c3cc(C)on3)C(=O)C3CCCN32)cc1 (configuration not stated),1,0.4,-0.4,1.5,3,-1.4,-0.9,2,-2.0,-4,3.7
CCC(C)OC(=O)c1c(N)n(Cc2cccs2)c2nc3ccccc3nc12 (configuration not stated),-5,-0.4,-0.8,-4.6,i,-2.3,-1.4,-5,2.4,-7,-3.0

# The list goes on:
SMILES,Rev-erbA mod,DAX1 inh-1,DAX1 inh-2,hgDAF12 agonist,PLCb3 inh,hcDAF-12 act,ssDAF-12 act,SMARCA2 act,PG9 Ab binder,sPLA2-III inh,GAA850 FXN act
O=C(CCC(=O)N1CCOc2ccc(Cl)cc21)N1CCC2(CC1)OCCO2,-3,0.9,0.2,1.4,-5,-0.3,-1.1,2,1.2,5,2.1
CC12CN3CC(C)(CN(C1)C3c1ccncc1)C2=O (configuration not stated),2,0.7,0.9,-1.5,3,0.0,-1.1,-1,0.2,-1,2.7
COc1ccc2[nH]cc(CCN)c2c1,10,1.6,-0.2,2.1,-5,-2.1,-1.4,0,-0.7,-17,-0.1
N#CC(C#N)=Cc1ccc(N2CCOCC2)cc1,-1,-0.2,0.7,-4.4,-12,-0.3,-0.8,-3,-2.2,4,-0.5
O=C1C2CCN(CC2)C1(CO)CO,1,0.7,-0.2,0.1,2,-1.8,-0.7,-3,-0.4,12,2.3
CCc1ccc2nc(N3CCC(C(=O)N4CCC5(CC4)OCCO5)CC3)sc2c1,0,-2.4,-2.6,2.3,0,-2.5,-2.4,-4,-0.3,-10,4.7
O=C(NCc1cccnc1)Nc1ccccc1Cl,1,-0.2,-0.2,-0.9,-6,-1.4,-1.2,0,0.3,3,1.4
C[n+]1c(-c2ccccc2)cc(CCCCc2cc(-c3ccccc3)[n+](C)c(-c3ccccc3)c2)cc1-c1ccccc1,5,-1.0,-0.3,2.0,-19,1.3,-0.5,-2,2.1,1,-1.9
CC(=O)OC1CC[C@]2(C#N)[C@H]3CC[C@]4(C)[C@H](C5C=CC(=O)O5)CCC4(O)C3CCC2(O)C1 (some centres not stated),0,-1.5,3.2,-1.4,5,1.4,-1.5,7.8*,-1.1,0,-7.0
CCc1c(-c2ccccc2)nc2ccccc2c1C(=O)N1CCC2(CC1)OCCO2,-3,-0.3,0.1,-2.3,-5,1.6,-1.3,-4,-0.2,4,0.4
CCN1C[C@]2(COC)CC[C@H](OC)[C@@]34C1[C@]1(OCO[C@@]15C[C@H](OC)[C@H]1C[C@@H]3[C@@H]5[C@H]1OC)[C@@H](O)[C@H]24,-3,1.9,-0.6,2.2,-1,0.3,-0.9,-3,-0.7,4,-2.1

# This is a subset. The share of hits here may be higher or lower than overall.
